# Scp1 inh – inhibitors of human Scp-1 phosphatase; 340,000 compounds, 0.88% hits; inhibition, % at 20 µM; Recombinant Scp1, phosphopeptide, malachite green phosphate absorbance; AID 493091; Q9GZU7;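 active means inhibition above about 50% at 20 µM, limit read from the data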;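 further: plate controls were DMSO wells with enzyme for no effect and wells lacking enzyme for full effect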
# Target sequence (Q9GZU7 76-261 limits assumed): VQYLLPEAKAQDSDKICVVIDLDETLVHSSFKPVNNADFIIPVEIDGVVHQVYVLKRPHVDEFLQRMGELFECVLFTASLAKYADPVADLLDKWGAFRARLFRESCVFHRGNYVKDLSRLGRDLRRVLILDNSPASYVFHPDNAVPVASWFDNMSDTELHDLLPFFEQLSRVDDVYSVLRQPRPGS
#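 Test system: SCP-1 phosphatase catalytic domain, residues 76-261; measured by: colorimetric phosphate reagent with accelerator and stabiliser, absorbance at 630 nm; timing: enzyme reaction 45 min at room temperature, colour 5 min, stabilisation 30 min; also added: Phosphorylated 17-residue peptide substrate; compound dosing: one concentration, 20 µM, with 1.0% DMSO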
# Rpn11 block – Rpn11 (human) deubiquitinase inhibition. O00487. human 26S proteasome, Ub4-pepOG fluorescence polarization; 20S core pre-blocked with epoxomicin. calls only at 20 µM. 360,000 compounds, 0.59% hits. AID 588493;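 active means inhibition at 20 µM, scaled to each plate's controls, above about 33%, limit read from the data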
# LMPTP inh – LMPTP (human) inhibition | recombinant LMPTP-A, OMFP fluorogenic substrate, fluorescence intensity | P24666 | inhibition, % at 20 µM | 360,000 compounds, 0.22% hits;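 active means compounds that cut the enzyme signal by at least half of the control window in the single-dose screen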;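 further: plate controls were DMSO wells with enzyme plus substrate for no effect and substrate without enzyme for full effect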
#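 Assay system: LMPTP-A phosphatase enzyme | Input: 0.625 nM enzyme | Also added: Fluorogenic phosphatase substrate OMFP at 400 µM final | Compound dosing: One test concentration per compound, 20 µM, with 3% DMSO overall | Schedule: 50 min enzyme reaction at room temperature, protected from light | Signal: Fluorescence intensity | Benchmarks: no-enzyme and uninhibited controls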
# TbMetRS inhib – blocks T. brucei methionyl-tRNA synthetase activity | AID 624268 | 360,000 compounds, 0.4% hits | inhibition, % at 11.9 µM | purified T. brucei MetRS, ATP depletion, Kinase-Glo luminescence;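 active means inhibition above a per-plate cutoff of the control wells' mean inhibition plus 3 SD, cut at about 5.5% in these data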;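 further: 0% = DMSO wells median and 100% = median of wells with control inhibitor compound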
#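 Material: parasite MetRS enzyme / Replication: singlicate, one well per compound / Signal: luminescence of leftover ATP / Schedule: 2 h aminoacylation at 25 °C after 15 min preincubation / Medium: HEPES-MgCl2-KCl buffer plus DTT, spermine, BSA, pyrophosphatase / Doses: 11.9 µM single point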
# CSN inh – inhibitors of human CSN-mediated cullin deneddylation; inhibition, % at 12.5 µM; 360,000 compounds, 0.38% hits; Q92905; Purified CSN, SCF-Nedd8-OG deneddylation, fluorescence polarization;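 active means pattern-corrected inhibition above about 35%, with an unprinted fluorescence ratio check between 0.5 and 1.5, limit read from the data, passing the limit was not always enough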;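 further: 0% = enzyme with substrate and 100% = substrate without enzyme; some results filed as inactive read as strong as hits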
#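 Test system: purified human Csn5 enzyme expressed in HEK293T cells. Amount: 0.24 nM enzyme. Reagent: SCFSkp2-Nedd8OG substrate at 10 nM final. Schedule: 90 min incubation of compound, enzyme and substrate at room temperature. Detection: fluorescence polarization. Read-out: % inhibition of substrate cleavage by Csn5.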
# DNMT1 inh – blocks human DNA methyltransferase DNMT1; 360,000 compounds, 0.83% hits; inhibition (reported as % activation of signal), % at 10 µM; P26358; AID 588458; DNMT1 molecular beacon, Hinp1I cleavage, fluorescence; in the data active means inhibition above about 50%
# PABP1 MLLE inh – blocks PAM2 peptide binding to the PABP1 MLLE domain | inhibition, % at 20 µM | 360,000 compounds, 0.36% hits | P11940 | AID 588489 | GST-MLLE / FITC-PAM2 fluorescence polarization; in the data active means inhibition above about 35%, passing the limit was not always enough;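 further: plate controls were DMSO wells with GST-MLLE for no effect and wells lacking GST-MLLE protein for full effect; some results filed as inactive read as strong as hits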
# Target sequence (P11940 whole entry, looked up, the tested form may be a part): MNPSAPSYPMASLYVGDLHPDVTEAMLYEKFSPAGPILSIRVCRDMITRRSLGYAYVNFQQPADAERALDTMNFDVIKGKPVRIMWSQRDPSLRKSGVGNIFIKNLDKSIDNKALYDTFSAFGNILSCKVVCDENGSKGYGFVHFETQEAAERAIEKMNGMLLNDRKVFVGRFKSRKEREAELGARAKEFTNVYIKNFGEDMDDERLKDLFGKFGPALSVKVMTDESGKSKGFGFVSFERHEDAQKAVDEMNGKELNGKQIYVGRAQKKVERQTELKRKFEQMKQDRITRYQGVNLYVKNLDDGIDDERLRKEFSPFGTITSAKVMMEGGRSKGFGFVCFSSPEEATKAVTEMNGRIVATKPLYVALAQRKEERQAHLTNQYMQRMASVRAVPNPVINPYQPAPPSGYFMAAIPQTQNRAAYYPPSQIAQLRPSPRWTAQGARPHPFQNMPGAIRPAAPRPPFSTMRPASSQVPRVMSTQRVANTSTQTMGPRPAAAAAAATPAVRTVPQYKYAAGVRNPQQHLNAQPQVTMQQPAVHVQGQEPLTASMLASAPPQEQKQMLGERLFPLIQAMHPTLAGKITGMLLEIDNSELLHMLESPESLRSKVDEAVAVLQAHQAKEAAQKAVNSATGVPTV
# STEP block – STEP (human) phosphatase inhibition; P54829; recombinant STEP, OMFP fluorogenic substrate, fluorescence; inhibition, % at 20 µM; 360,000 compounds, 0.25% hits; AID 588621;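 active means inhibition at 20 µM, scaled per plate between control wells, above about 37%, limit read from the data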;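 further: 0% = DMSO with enzyme and substrate and 100% = substrate only without enzyme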
#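 System: STEP phosphatase, cell-free reaction; Buffer or medium: Bis-Tris pH 6.0 buffer with DTT, detergent; Incubation: 20 min at room temperature, dark; Measured by: fluorescence, 480/540 nm.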
# SUMO1-SIM PPI – SUMO1-SIM interaction modulation; P63165; SUMO1 binding to a labelled peptide, TR-FRET, 1 h; inhibition, % at 20 µM; 360,000 compounds, 0.33% hits; AID 602429; in the data active means inhibition above about 37%
# Target sequence (P63165 whole entry, looked up): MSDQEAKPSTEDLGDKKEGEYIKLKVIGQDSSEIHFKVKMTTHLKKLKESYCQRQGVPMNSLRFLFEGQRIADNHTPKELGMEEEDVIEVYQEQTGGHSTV
# NadD block – blocks S. aureus nicotinate mononucleotide adenylyltransferase. inhibition, % at 20 µM. purified NadD enzyme, colorimetric absorbance read-out. 360,000 compounds, 0.78% hits; in the data active means inhibition above about 26%; further: some compounds past the cut are filed as inactive
# Numbers without * were called inactive; i = inactive; / = not tested or not shown. Compounds as they come; 3.6% or so of the library scored in one or more.
SMILES,Scp1 inh,Rpn11 block,LMPTP inh,TbMetRS inhib,CSN inh,DNMT1 inh,PABP1 MLLE inh,STEP block,SUMO1-SIM PPI,NadD block
CCN(CC)S(=O)(=O)c1ccc(N(C)C)c(NC(=O)CSCc2c(C)noc2C)c1,2,i,-0.2,0.0,2,1,-2,-1,2,-7
COc1nc(-c2ccccc2)ccc1-c1noc(-c2ccccc2)n1,-12,i,4.0,-1.3,8,-5,-19,2,-2,-10
Cc1ccccc1Cn1ccc(NC(=O)c2cnn3c(C(F)(F)F)cc(-c4ccco4)nc23)n1,-9,i,3.8,-0.2,5,-4,8,2,-8,10
C#CCN(C[C@@H]1[C@@H](OC(=O)NCc2ccco2)[C@@H](OC(=O)NCc2ccco2)Cn2c(=O)ccc(=O)n21)S(=O)(=O)c1ccc(C)cc1,/,i,0.0,0.3,6,-18,-3,2,3,4
O=C(CN1CCCCCC1)Nc1ccc(Br)cc1Br,-8,i,-0.4,-0.1,-1,5,-1,6,1,0
O=C(NC(=O)c1ccccc1)NC(=O)c1ccccc1,-8,i,-1.7,-1.1,-3,-1,2,-1,1,-6
O=C(Cn1nnc(-c2ccccc2Cl)n1)N1CCN(S(=O)(=O)c2ccc(Cl)cc2)CC1,-12,i,2.1,0.0,-3,-8,-9,1,0,4
c1ccc(CCNc2ccc3nncn3n2)cc1,-3,i,-1.2,-0.3,5,2,-13,-2,1,7
O=C(CN(c1cccc(C(F)(F)F)c1)S(=O)(=O)c1ccccc1)N1CCOCC1,-1,i,-0.4,-0.6,1,-2,-4,-1,2,5
Cc1ccc(-c2csc(=S)n2CC(=O)OCC(=O)NC(C)C(C)C)cc1 (stereo not given),-6,i,-0.3,-0.9,1,1,12,-5,4,-7
COc1cc(NC(=O)Nc2nnc([C@@H]3C[C@H](O)[C@@H](CO)O3)s2)cc(OC)c1OC,/,i,-2.2,-0.1,8,4,3,2,4,-1
CCOC(=O)c1sc2nc(SC)nc(-c3ccc(Cl)cc3)c2c1N,-1,i,-3.2,-0.3,4,26,-3,-2,-2,-2
Cc1cc(/C=N/Nc2ncnc(N)c2[N+](=O)[O-])c(C)n1-c1ccccc1,1,i,4.9,-0.5,-2,-1,8,2,-32,6
COc1ccc(C(=O)OCC(=O)Nc2ccc(OC(F)F)cc2)c(OC)c1,-4,i,-0.9,-0.9,-4,2,4,0,0,-3
COc1ccc(NC(=O)N2CCc3ccccc3C2)c(OC)c1,-2,i,-0.7,0.5,0,0,1,-1,-1,1
CCC/C(=C1/c2ccccc2C(=O)N1c1ccccc1)c1ccc2c(c1)OCO2,4,i,3.1,0.0,4,3,-3,-1,7,7
CN1CCN(CC(O)COCc2ccc3c(c2)OCO3)CC1 (stereo not given),-1,i,-3.2,-2.5,-2,14,16,-5,-1,-6
CCCCNC(=O)Cc1cc(=O)[nH]c(=O)[nH]1,-11,i,-1.1,-1.4,-1,-3,11,-4,1,0
C#CCN(C[C@H]1[C@H](OC(=O)Nc2c(C)noc2C)[C@H](OC(=O)Nc2c(C)noc2C)C[C@@H](C(=O)OC)[C@H]1C(=O)OC)S(=O)(=O)c1ccc(C)cc1,/,i,-0.7,-0.4,10,-6,5,0,-4,-6
Cc1ccc(-c2c[n+](Cc3ccc(Cl)c(Cl)c3)c3n2CCC3)cc1,5,i,0.2,-0.7,-8,4,-2,0,1,0
CCCCC(=O)Nc1ccc2oc(-c3cccnc3)nc2c1,-3,i,-2.1,-1.0,-2,0,-5,1,2,2
N#Cc1ccccc1OCC(=O)NC1CCCCC1,-10,i,-1.0,-0.3,0,4,11,-2,-2,1
NC(=O)c1cc(C(=O)c2ccc(Cl)cc2)c[nH]1,4,i,-0.1,0.2,-6,3,-1,1,-2,-1
CCOC(=O)c1c(-c2cccc([N+](=O)[O-])c2)csc1NC(=O)CCCOc1ccccc1,-11,i,2.7,-1.1,0,-3,7,2,-7,-1
O=C(O)C1=NN(c2cc(Cl)c(S(=O)(=O)O)cc2Cl)C(=O)C1,39,i,1.3,0.0,7,29,9,20,9,11
O=S(=O)(c1ccc2c(c1)OCCO2)N1CCN(Cc2ccccc2)CC1,-3,i,0.5,-0.3,4,0,0,0,-1,-5
Cc1cccc(C(=O)OC(C)CN2CCOCC2)c1 (stereo not given),-6,i,-1.6,0.2,3,0,0,-1,3,-6
Cc1cc(C(=O)NNC(=S)NCC(C)C)cs1,-5,i,-1.9,-0.3,-5,5,-37,-4,-3,-6
S=C(NC1CCCC1)N1CCN(C/C=C/c2ccccc2)CC1,-3,i,-0.4,-1.2,6,-1,-134,1,1,-1
C=CCNC(=O)COC(=O)c1nc2nccc(C)n2n1,47,i,-0.6,-0.4,2,1,11,0,-1,10
O=C(O)c1ccc(COc2ccc3c(c2)CCC3)cc1,-8,i,-0.7,0.7,-2,4,4,0,-2,-6
CC(CC(=O)Nc1ccc(S(=O)(=O)N2CCOCC2)cc1)c1ccccc1 (stereo not given),-5,i,3.9,-0.7,-6,0,-1,-2,-2,-4
CC(=O)Nc1ccc2c(c1)n(C)c(=O)n2C,-6,i,-0.8,0.0,-1,-2,-9,-8,6,0
Cc1ccc2c(c1)cc1c(=O)n(CC(=O)NCCN3CCCC3)nc(C)n12,-7,i,3.1,-0.1,1,3,5,8,-9,-2
Cc1ccc(NC(=O)Cn2nc(C)c3ccccc3c2=O)cc1,-13,i,-2.1,-0.1,2,2,6,5,-1,6
O=S(=O)(NCCS(=O)(=O)N1CCN(c2ccc(F)cc2)CC1)c1ccc(F)cc1,/,i,0.7,-0.4,-1,-4,6,2,5,3
CC(C)(C)c1cc(CCC(=O)N2CCC2)cc(C(C)(C)C)c1O,-5,i,-2.5,-0.5,0,-1,-2,1,-7,4
O=S(=O)(c1cccc(-c2n[nH]c(=S)n2-c2ccccc2Cl)c1)N1CCOCC1,5,i,-1.2,0.2,1,3,-21,1,6,4
CCOC(=O)C(C(=O)Cc1ccccc1)c1ccccc1 (stereo not given),-7,i,0.0,0.1,1,0,-1,2,-1,-7
Cn1nnnc1SCC(=O)NC1CCCC1,-4,i,0.7,1.2,-2,-1,10,1,0,1
Cc1cc(CN2CCCC(CO)(Cc3cccc(Cl)c3)C2)n[nH]1 (stereo not given),1,i,-0.5,-1.4,3,0,6,-1,11,-1
COc1cc(OC)cc(C(=O)NNC(=S)NC(=O)c2cccnc2)c1,-11,i,-0.9,0.2,1,-1,2,0,5,3
O=C(NCCN1CCOCC1)c1cccc(Cl)c1,-6,i,0.4,-1.7,-3,5,-1,-2,0,-1
CCOC(=O)C(C)Sc1nnc(NC(=O)c2ccc(C)c([N+](=O)[O-])c2)s1 (stereo not given),-12,i,0.6,1.1,-14,-4,-24,-1,-5,-3
O=C1c2oc3ccccc3c(=O)c2C(c2ccc(O)cc2)N1c1nccs1 (stereo not given),-4,i,1.8,-0.7,6,-19,10,1,-6,3
Cc1ccccc1NC(=O)c1cccc2c1C(=O)N(C1CCCCC1)C2,-11,i,2.2,0.0,-1,-1,-2,0,10,-7
CC(C)OC(=O)c1ccc(NC(=O)CSc2nc3ncccc3[nH]2)cc1,-4,i,-0.7,1.3,1,-2,-34,0,-4,-3
Cc1ccccc1SCC(=O)OCC(=O)NCc1ccccc1,-18,i,-0.7,-0.1,5,31,2,1,-1,0
Cc1cc(=O)oc(C)c1C(=O)Nc1ccc2ncccc2c1,-11,i,-0.7,-0.5,-1,7,42,-14,-3,0
COc1cccc(CN(C(=O)c2ccc([N+](=O)[O-])cc2)C2CCS(=O)(=O)C2)c1 (stereo not given),-7,i,-0.6,0.1,-1,0,-4,2,-23,2
CC1CCN(C(=O)COC(=O)c2c[nH]c3ccccc23)CC1,-9,i,0.0,0.1,1,-1,8,2,4,1
COc1ccccc1NC(=O)c1ccc(SCC(=O)NCc2ccccc2Cl)c([N+](=O)[O-])c1,-8,i,0.7,-0.8,2,1,2,5,-3,10
CO[C@@H]1CN(C)C(=O)c2cc(NC(=O)Nc3ccc(Cl)cc3)ccc2OC[C@H](C)NC[C@H]1C,/,/,-1.6,0.1,1,/,/,/,1,/
CN(Cc1nccs1)C(=O)c1ccc(OC2CCN(Cc3ccccn3)CC2)cc1,-2,i,-0.8,-0.9,4,0,-4,-1,3,-8
CCc1nccn1CCC(=O)NC1CC(C)(C)Cc2c1cnn2-c1cccc(F)c1 (stereo not given),-8,i,-0.3,-0.3,-2,-1,12,-2,0,-1
COc1ccc(NC(=S)N2CCN(c3ccc([N+](=O)[O-])cc3)CC2)cc1OC,-4,i,2.1,1.9,-4,2,-109,-1,-23,-4
Cc1cccc(-n2c(SCC(=O)N3CC(=O)Nc4ccccc43)nc3ccccc3c2=O)c1,-1,i,0.9,-0.4,1,-4,-24,3,2,5
COCC(C)N1C(=O)Cc2c1nc(N)c1c(N)nc(N3CCN(c4ccccc4F)CC3)c(C#N)c21 (stereo not given),-5,i,3.2,0.2,6,-18,-12,12,10,9
CC1CN(C(=O)Cn2c(C(F)(F)F)nc3ccccc32)CC(C)O1 (stereo not given),-3,i,0.2,0.3,2,3,-3,0,2,2
O=C(/C=C/c1cnc2ccccc2n1)NC12CC3CC(CC(C3)C1)C2,-30,i,0.6,-0.8,-1,-2,-85,-1,-19,8

# Full records as entered above:
# `COc1ccc(NC(=S)N2CCN(c3ccc([N+](=O)[O-])cc3)CC2)cc1OC` is listed as Scp1 inh = -4; Rpn11 block = i; LMPTP inh = 2.1; TbMetRS inhib = 1.9; CSN inh = -4; DNMT1 inh = 2; PABP1 MLLE inh = -109; STEP block = -1; SUMO1-SIM PPI = -23; NadD block = -4
# `CC1CN(C(=O)Cn2c(C(F)(F)F)nc3ccccc32)CC(C)O1` (stereo not given) is listed as Scp1 inh = -3; Rpn11 block = i; LMPTP inh = 0.2; TbMetRS inhib = 0.3; CSN inh = 2; DNMT1 inh = 3; PABP1 MLLE inh = -3; STEP block = 0; SUMO1-SIM PPI = 2; NadD block = 2
# `CO[C@@H]1CN(C)C(=O)c2cc(NC(=O)Nc3ccc(Cl)cc3)ccc2OC[C@H](C)NC[C@H]1C` is listed as Scp1 inh = /; Rpn11 block = /; LMPTP inh = -1.6; TbMetRS inhib = 0.1; CSN inh = 1; DNMT1 inh = /; PABP1 MLLE inh = /; STEP block = /; SUMO1-SIM PPI = 1; NadD block = /
